CXCR6 inh: blocks human CXCR6 beta-arrestin recruitment; O00574; CHO-K1 PathHunter CXCR6 beta-arrestin, luminescence; inhibition, % at 20 µM; 360,000 compounds, 0.36% hits; AID 602244; in the data active = inhibition above about 34%, passing the limit was not always enough;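 also: antagonist mode with CXCL16 agonist at 10 nM final; 0% = 10 nM CXCL16 with DMSO and 100% = unstimulated wells without agonist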
Target sequence (O00574 whole entry, looked up): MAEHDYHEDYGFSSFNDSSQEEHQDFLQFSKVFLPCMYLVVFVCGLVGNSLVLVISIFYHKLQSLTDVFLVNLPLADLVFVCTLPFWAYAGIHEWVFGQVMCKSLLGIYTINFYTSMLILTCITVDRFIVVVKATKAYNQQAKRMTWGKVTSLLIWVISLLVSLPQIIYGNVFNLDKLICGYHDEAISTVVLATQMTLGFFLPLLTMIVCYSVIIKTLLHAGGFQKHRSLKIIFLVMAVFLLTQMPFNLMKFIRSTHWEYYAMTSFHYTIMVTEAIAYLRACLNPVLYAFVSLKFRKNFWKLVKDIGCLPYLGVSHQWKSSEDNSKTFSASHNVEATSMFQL
* marks the source's active call; other numbers are inactive results. The list is partial, so the mix of outcomes need not match the whole.

Compound	CXCR6 inh
CC(C)c1ccc(NC(=O)C2(C)Cc3c(-c4ccc(C(N)=O)cc4)ccnc3O2)cc1 (stereo unspecified)	0
COC(=O)c1ccc2nc(-c3ccc(Cl)cc3)c(Cc3ccsc3)n2c1	9
COC(=O)c1ccc(CN(c2ccccn2)S(=O)(=O)c2ccccc2)cc1	-1
Cn1cnc([N+](=O)[O-])c1Sc1ccncn1	4
O=C(Nc1ccc(C(=O)O)cc1)/C(=C\c1ccc2c(c1)OCO2)NC(=O)c1ccccc1Cl	5
CCNC(=O)C1(C)CCCN(Cc2csc(-c3ccccc3)n2)C1 (stereo unspecified)	-6
Cc1ccc[n+](C(C(=S)NCc2ccco2)=C([O-])c2ccccc2Cl)c1	-2
CCCCNC(=O)c1ccc2nc(CC)c(N(CCC(C)C)CCN(C)C)n2c1	6
COC[C@@H]1CCCN1c1ccc2c(c1)O[C@H](COCc1ccccc1)CN([C@@H](C)c1ccccc1)S2(=O)=O	0
O=C(Cn1ncc(Cl)c(Cl)c1=O)N1CCN(Cc2ccccc2)CC1	18

Compound	CXCR6 inh
O=C(O)C1CCCN1c1nc(Cl)ccc1[N+](=O)[O-] (stereo unspecified)	2
COc1ccc(CN2C(=O)c3ccccc3C2C(=O)NC2CCCC(C)C2C)c(OC)c1 (stereo unspecified)	9
CC1NC(=O)COC1c1ccccc1 (stereo unspecified)	-8
COc1ccc2oc(=O)c(/C(C)=N/NC(=O)c3ccncc3)cc2c1	-5
COc1ccc(S(=O)(=O)N2CCN(c3ccccc3)CC2)cc1OC	-2
O=C1O[C@@H](c2ccccc2)C[C@@H](O)[C@H](O)CCc2ccccc21	1
COc1ccccc1OCC(=O)N1CCCCCC1	0
CCN(CC)C(=O)C1=C(C)N(Cc2ccc(OC)cc2)C(=O)C(CC(=O)NC(c2ccccc2)c2ccccc2)C1 (stereo unspecified)	2
COCCNC(=O)c1cc2c(c(-c3cccc(-c4cccc(OC)c4)c3)n1)[C@H](CCO)N(S(=O)C(C)(C)C)C2 (stereo partly specified)	-6
CCNC(=O)N(C)c1c(CC)nc2ccc(C(=O)N3CCN(C(=O)c4ccco4)CC3)cn12	2

Random excerpt: 2 entries already listed.
Compound	CXCR6 inh
CCNC(=O)N(C)c1c(CC)nc2ccc(C(=O)N3CCN(C(=O)c4ccco4)CC3)cn12	2
COc1ccc2oc(=O)c(/C(C)=N/NC(=O)c3ccncc3)cc2c1	-5

Remaining list, next part
Compound	CXCR6 inh
c1cnc(NCCSSCCNc2ncccn2)nc1	-5
COc1ccc(-c2cc3ncc(-c4ccccc4)c(N)n3n2)cc1	-12
O=C(CNC(=O)c1cc(=O)[nH]c2ccc(S(=O)(=O)N3CCOCC3)cc12)Nc1ccc(F)c(F)c1	2
O=C1c2cccc3cccc(c23)C(=O)N1CC1CCN(S(=O)(=O)c2ccccc2)CC1	2
O=C(Cc1ccccc1)NN=Cc1ccccc1	-4
Cc1ccc(NC(=O)c2sc3nc(N4CCOCC4)c4c(c3c2N)CCCC4)cc1	-2
CCc1nc2ccc(C(=O)NCc3ccccc3OC)cn2c1N(C)Cc1ccc(N(C)C)cc1	15
CCNC(=O)C1(C)CCN1C(=O)Cc1ccc(C(C)C)cc1 (stereo unspecified)	5
COc1ccc(-c2csc(C(C)(O)c3cccnc3)n2)cc1 (stereo unspecified)	9
Cc1nc(C(F)(F)F)ccc1C(=O)N1CCCC(C(=O)O)CC1 (stereo unspecified)	7

Compound	CXCR6 inh
Fc1ccc(-c2nc3ccc(Br)cn3c2Cc2ccsc2)cc1	-2
COc1ccc(CNCCCn2cnc3c(OCc4ccccc4)ncnc32)cc1	10
COc1ccc(NC(=O)c2sc(=O)n(Cc3ccc4ccccc4c3)c2C)cc1OC	-4
O=C(OCc1ccccc1)N(CCF)c1cn(Cc2ccccc2)c(=O)n(Cc2ccccc2)c1=O	0
O=C1[C@H](Cc2ccccc2)NCC=CC[C@H](c2ccco2)N1Cc1ccccc1	-2
COc1ccc(C(C)=O)cc1CC1(C)C(=O)Nc2ccc(OC(F)(F)F)cc21 (stereo unspecified)	0
CCOC(=O)[C@]12CCCC=C1N(Cc1ccco1)C(=O)[C@H](CC(=O)NCCCOC)C2	-12
O=C(Nc1cccc(Cl)c1)c1nc[nH]c1C(=O)Nc1ccccc1F	10
CC(=O)c1c(C)[nH]c(C(=O)OCC(=O)c2ccc(Br)cc2)c1C	-5
O=C(O)Cc1ccc2c(c1)Cc1cccnc1O2	1

Exported with the structure last: entries from further up
| CXCR6 inh | Structure |
| --- | --- |
| 0 | CC(C)c1ccc(NC(=O)C2(C)Cc3c(-c4ccc(C(N)=O)cc4)ccnc3O2)cc1 (stereo unspecified) |
| 6 | CCCCNC(=O)c1ccc2nc(CC)c(N(CCC(C)C)CCN(C)C)n2c1 |
| 4 | Cn1cnc([N+](=O)[O-])c1Sc1ccncn1 |
| 10 | O=C(Nc1cccc(Cl)c1)c1nc[nH]c1C(=O)Nc1ccccc1F |
| 0 | COc1ccc(C(C)=O)cc1CC1(C)C(=O)Nc2ccc(OC(F)(F)F)cc21 (stereo unspecified) |
| -2 | COc1ccc(S(=O)(=O)N2CCN(c3ccccc3)CC2)cc1OC |

(cont.)
Compound	CXCR6 inh
CC1=C(C(=O)N(C)C)CC(CC(=O)NCc2ccco2)C(=O)N1Cc1ccccc1 (stereo unspecified)	5
O=C(Nc1nnc([C@@H]2C[C@H](O)[C@@H](CO)O2)s1)NC1CCCCC1	1
COCCNC(=S)Nc1cc(OC)c(OC)cc1C#N	-5
Cc1cc2c(Nc3ccccc3O)ncnc2s1	-3
C[C@@H]1Cc2[nH][nH]c(=O)c2[C@H](c2ccc(Cl)cc2)O1	0
COc1cc(C(=O)O/N=C2/C=CC(=O)C(C)=C2C)cc(OC)c1OC	6
Cc1ccc(N2CCN(C(=O)C3CCN(S(=O)(=O)c4cccc5nsnc45)CC3)CC2C)cc1 (stereo unspecified)	2
c1ccc(NCCSc2nc3ccccc3s2)cc1	1
O=C(C1CCCCC1)N1C[C@@H](n2cc(-c3ccc(F)cc3)nn2)[C@H](O)C[C@@H]1c1ccc(Cl)cc1	-1
Cc1ccccc1CNC(=O)c1csc([C@H]2C[C@H](O)[C@@H](CO)O2)n1	3

Compound	CXCR6 inh
CN(C)CCCN(C(=O)CCOc1ccccc1)c1nc2c(F)cccc2s1	13
COc1cccc(N=CNc2cccc(OC)c2)c1	0
CCN(CC)C(=O)C1=C(C)N(Cc2ccccc2)C(=O)C(CC(=O)NCCc2ccccn2)C1 (stereo unspecified)	2
COc1ccccc1-c1cnc2c(c1)C(=O)N([C@@H](C)CO)C[C@H](C)[C@H](CN(C)C)O2	-2
CC(=O)N1C(C)(C)CC(=NOS(=O)(=O)c2ccccc2)CC1(C)C	6
O=[N+]([O-])c1ccc(Cc2ccc([N+](=O)[O-])cc2)cc1	0
CCCCCc1c(C)nc(N2CCc3ccccc3C2)[nH]c1=O	0
CS(=O)(=O)Nc1cccc(NC(=O)C2Cc3c(-c4cccc(F)c4)ccnc3O2)c1 (stereo unspecified)	-10
COCCNc1nc(Oc2ccc(Cl)c(Cl)c2)c2sccc2n1	0
CN1OC[C@@H]2CN[C@H](c3cccc(-c4ccccc4)c3)C[C@@H]21	0

Overlap with the part before: 3 entries; new compounds follow.
Compound	CXCR6 inh
CS(=O)(=O)Nc1cccc(NC(=O)C2Cc3c(-c4cccc(F)c4)ccnc3O2)c1 (stereo unspecified)	-10
COCCNc1nc(Oc2ccc(Cl)c(Cl)c2)c2sccc2n1	0
CN1OC[C@@H]2CN[C@H](c3cccc(-c4ccccc4)c3)C[C@@H]21	0
CC(=O)c1cccc(NC(=O)C2(C)Cc3c(-c4cccc(C(F)(F)F)c4)ccnc3O2)c1 (stereo unspecified)	3
CC1(C(=O)NCc2ccccc2Br)CCN1Cc1csc2ccccc12 (stereo unspecified)	3
O=C(Cc1ccc(S(=O)(=O)N2CCOCC2)s1)N1CCN(S(=O)(=O)c2cccc(F)c2)CC1	4
COc1cc2ccc(C(C)=NNC(N)=S)cc2cc1OC	-9
c1ccc(COc2ncnc3c2ncn3CCCNCc2cccs2)cc1	0
O=C(OCc1ccccc1)N1CCC2CC1c1ccc(N3CCOCC3)cc12 (stereo unspecified)	-6
O=[N+]([O-])c1cccc(S(=O)(=O)Nc2ccccn2)c1	-12
O=C(c1ccc(Cl)cc1)N1CCN(c2ccnc3cc(Cl)ccc23)CC1	-15
COc1ccc(S(=O)(=O)N2CCCC(C(=O)NCc3cccnc3)C2)cc1C (stereo unspecified)	2
O=C(NCC(=O)N1CCCC1)NN=Cc1ccccc1O	1

SMILES	CXCR6 inh
O=C(O)c1ccc(Oc2ccc([N+](=O)[O-])cc2)c([N+](=O)[O-])c1	-5
COC(=O)c1cc(OC)c(OC)cc1NC(=S)Nc1cccc(C(C)=O)c1	2
Cc1cc(F)ccc1C(O)c1ncc(-c2cccc(OCc3ccccc3)c2)[nH]1 (stereo unspecified)	-4
COCCNC(=O)C1(C)CCCN(C(=O)c2cccc3ccccc23)C1 (stereo unspecified)	-2
Cn1nccc1-c1coc2c(C(=O)NCc3ccccc3)cccc12	-1
CCNC(=O)Nc1ccc2c(c1)c(=O)n(C)n2CC=C(C)C	0
O=C1CCCCC1C(O)(C(=O)c1ccccc1)c1ccccc1 (stereo unspecified)	7
CCCN1C(=O)c2cccc3c(N4CCCCC4)ccc(c23)C1=O	-6
O=C(CC[C@H]1O[C@@H](n2ccc(=O)[nH]c2=O)[C@H](O)[C@@H]1O)NCc1ccco1	-5
CN1OC[C@@H]2CN(S(=O)(=O)c3cccc(C(F)(F)F)c3)[C@H](c3ccc(-c4cc5ccccc5o4)cc3)C[C@@H]21	3
O=C1CSC(=S)N1c1ccccc1	3
CC(C)C(=O)N1CCC1(C)C(=O)Nc1ccc(-n2cncn2)cc1 (stereo unspecified)	4
CC(=O)NCCNc1nc2cc(-c3cccc(Cl)c3)sc2c(=O)n1C	-12
Cn1nc(C(=O)NCC(=O)Nc2ccc(F)c(F)c2)ccc1=O	-7
COc1ccc(CN2C(=O)C(CC(=O)NCC3CCCCC3)CC(C(=O)N(C(C)C)C(C)C)=C2C)cc1 (stereo unspecified)	7
CCNC(=O)C1CCCN(C(=O)c2cccc(C#N)c2)CC1 (stereo unspecified)	-7
O=C(Nc1cccc2nsnc12)c1cc2c(cc1Cl)Sc1nccn1S2(=O)=O	1
COc1ccccc1N1CCN(Cc2cc(=O)oc3ccccc23)CC1	0
COc1ccc(-c2nc(NC(=O)c3ccco3)sc2C)cc1	-1
O=C1[C@H](Cc2ccccc2)NCC=CC[C@@H](c2ccco2)N1Cc1ccccc1	-4

SMILES	CXCR6 inh
COc1ccc(Cl)cc1NC(=O)CNc1ccccc1F	8
CC(C)(C)OC(=O)C1=CC[C@@H](c2ccc(Cl)c(Cl)c2)N(S(=O)(=O)c2ccc(F)cc2)[C@H]1c1cccc(F)c1	-3
CC12CCC(O)CC1=CCC1C2CCC2(C)C3=NN=CC3CC12 (stereo unspecified)	-10
COC[C@H]1CCCN1c1ccc2c(c1)O[C@H](COCc1ccccc1)CN([C@@H](C)c1ccccc1)S2(=O)=O	10
C[C@@H]1CCCCO[C@@H](CN(C)CC2CCCCC2)[C@@H](C)CN([C@H](C)CO)C(=O)c2cc(NS(=O)(=O)c3ccc(Cl)cc3)ccc2O1	-1
O=C1CCC(C(=O)N2CCN(c3ccccc3)CC2)CN1Cc1ccc(Cl)cc1 (stereo unspecified)	8
O=C1NC[C@@H](CCCCN2CCN(CCc3ccc(O)cc3)C(=O)C2=O)N(CC2CCCCC2)C1=O	-7
O=C(Nc1ccccc1Oc1ccccc1)[C@@H]1O[C@H](CO)[C@H](O)[C@H](O)[C@H]1O	57*
Cc1ccc2oc3c(c(=O)c2c1)C(c1cccs1)N(CCCN(C)C)C3=O (stereo unspecified)	4
O=C(Nc1ccc(Cl)c(Cl)c1)c1ccc(Cn2cc(Cl)cn2)cc1	-26
COc1cccc(CN(C)C(=O)c2cccc(S(=O)(=O)N3CCN(c4ccccc4)CC3)c2)c1OC	0
Nc1nc2c(nnn2C2CC(O)C(CO)O2)c(=O)[nH]1 (stereo unspecified)	-4
O=C1NC[C@@H](CCCCN2CCN(CCc3ccc(O)cc3)C(=O)C2=O)N(Cc2ccccc2)C1=O	-3
Cc1c(CCO)c(=O)n2n1CCCC2	-2
O=C(Nc1ccccc1)c1cc(C2CCCCN2S(=O)(=O)c2cccs2)on1 (stereo unspecified)	8
CC(=O)N(C)C[C@H]1Oc2ncc(Br)cc2C(=O)N([C@H](C)CO)C[C@@H]1C	-12
Cc1cccc(N(CC(=O)NCc2ccc3c(c2)OCO3)C(=O)CCC(=O)Nc2ccccn2)c1C	0
COc1cc(-c2ccc(N3C(c4ccsc4)=Cc4ccccc4C3CC(C)=O)cc2)cc(OC)c1OC (stereo unspecified)	-2
COc1ccc(NC(=S)N2CCC(C(=O)c3ccc(F)cc3)CC2)cc1	-7
CCOC(=O)[C@]12CCCC=C1N(Cc1ccco1)C(=O)[C@H](CC(=O)N1CCCC1)C2	-1

SMILES	CXCR6 inh
Cc1ccc(Cc2c(-c3ccc(C)cc3)nc3c(C)cc(Br)cn23)cc1	8
CSc1nnc2c3ccccc3c3ccccc3c2n1	3
CCc1ccc(/C=C2\SC(=S)N(CCCC(=O)NC3=NCCS3)C2=O)cc1	10
COc1ccc(NC2CCCN(C(=O)c3ccccc3-c3ncc[nH]3)C2)cc1 (stereo unspecified)	-4
O=C(C=Cc1ccco1)c1cc(Cl)ccc1O	10
COC(=O)c1cccc(NC(=O)CCCOc2ccccc2)c1	3
CC1CCC(NC(=O)CN2CCN(S(=O)(=O)c3ccc(Br)s3)CC2)CC1 (stereo unspecified)	3
O=c1[nH]c2cc([N+](=O)[O-])ccc2c2ccc([N+](=O)[O-])cc12	-13
CCOC(=O)C1=CCN(S(=O)(=O)c2ccccc2C)C1c1ccc(Cl)cc1 (stereo unspecified)	10
Cc1cc(C)[n+]2[nH]c(N)c(N=Nc3ccccc3)c2n1	-6
CC(=O)c1cccc(-c2ccnc3c2CC(C(=O)NCc2cccs2)O3)c1 (stereo unspecified)	-9
